Assay outcomes as filed in PubChem.
Ba/F3 V617F tox: reduced viability of JAK2V617F-dependent Ba/F3 cells, primary screen, JAK2V617F inhibitor project, cell-based, Ba/F3 EpoR-JAK2V617F, luminescence | ATP luminescence | AID 1446, 2008 | actives 1.1% (n = 220,000) | inhibition, % at 5.6 µM;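 active = inhibition above the campaign mean plus 3 SD over all tested compounds, cut at about 24% in these data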;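 note: cytokine-independent growth of Ba/F3 cells driven by EpoR plus mutant JAK2; 0% = DMSO-treated cells and 100% = JAK inhibitor I control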
BaF3 tox: parental Ba/F3 cell viability inhibition, counter-screen for JAK2V617F inhibitor project, murine pro-B, CellTiter-Glo luminescence. CellTiter-Glo ATP luminescence. inhibition, % at 5.6 µM. actives 1.1% (n = 220,000). AID 1486, 2009;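 active = inhibition above a per-campaign cutoff, the mean inhibition of all tested compounds plus 3 SD, cut at about 27% in these data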;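 note: 0% = DMSO wells and 100% = JAK Inhibitor I control wells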
p97 ATPase inh: inhibitors of human p97 ATPase, primary screen, biochemical | recombinant p97 ATPase, Kinase-Glo ATP luminescence, 3 h | AID 1481, 2009 | Transitional endoplasmic reticulum ATPase (Homo sapiens), P55072 | actives 0.42% (n = 220,000) | inhibition, % at 8 µM; in the data active = inhibition above about 15%;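 note: 0% = DMSO vehicle and 100% = wells lacking enzyme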
EP2 antag: human EP2 receptor antagonists, primary screen, TR-FRET cAMP, C6 glioma cells; Prostaglandin E2 receptor EP2 subtype (Homo sapiens), P43116; C6 glioma cells expressing human EP2; cells stimulated with saturating PGE2; inhibition, % at 25 µM; actives 0.52% (n = 260,000);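 active = percent inhibition above 40 after rounding to a whole number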;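 note: rat C6 glioma host cells with rolipram phosphodiesterase inhibitor present; the protocol text gives 20 µM as final concentration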
Furin inh: human furin inhibitors, primary screen, biochemical, fluorescence intensity; P09958; purified furin, fluorogenic substrate cleavage; inhibition, % at 30 µM; actives 0.061% (n = 220,000); in the data active = inhibition above about 25%; note: inactives centre near -15
Target sequence (P09958 108-714 limits assumed): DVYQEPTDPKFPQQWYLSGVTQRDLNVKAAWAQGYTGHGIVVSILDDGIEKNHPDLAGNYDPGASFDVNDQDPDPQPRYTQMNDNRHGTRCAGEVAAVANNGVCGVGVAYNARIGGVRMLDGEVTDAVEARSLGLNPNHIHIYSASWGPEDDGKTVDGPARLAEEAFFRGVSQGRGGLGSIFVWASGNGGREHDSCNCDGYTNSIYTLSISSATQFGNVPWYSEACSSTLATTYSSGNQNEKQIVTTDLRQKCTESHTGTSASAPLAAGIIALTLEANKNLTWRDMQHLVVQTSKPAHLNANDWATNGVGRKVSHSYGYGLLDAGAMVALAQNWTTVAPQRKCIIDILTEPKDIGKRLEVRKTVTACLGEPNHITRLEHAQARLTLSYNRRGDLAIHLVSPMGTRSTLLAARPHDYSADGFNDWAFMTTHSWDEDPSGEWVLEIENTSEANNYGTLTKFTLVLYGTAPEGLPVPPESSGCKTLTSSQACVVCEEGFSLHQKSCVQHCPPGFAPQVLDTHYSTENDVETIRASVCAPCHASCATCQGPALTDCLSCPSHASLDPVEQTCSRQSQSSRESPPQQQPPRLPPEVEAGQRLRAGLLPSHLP
PPC-1+TRAIL kill: compounds killing PPC-1 cancer cells with TRAIL present, primary screen, TRAIL potentiator project, ATPLite luminescence, uHTS; PPC-1 cells + TRAIL, ATPLite viability luminescence; actives 0.41% (n = 220,000); cell killing (% activity), % at 4 µM; AID 1443, 2008;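 active = cell killing above 50% in the first pass at 4 µM, then a duplicate retest at 5 µM averaging 50% or more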;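 note: plate controls were cells with TRAIL plus DMSO for no effect and medium-only wells lacking cells for full effect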
p47phox inh: p47phox/p22phox peptide binding inhibitors, primary screen, biochemical, uHTS, NADPH oxidase regulatory subunit. fluorescence polarization, 2 h. Neutrophil cytosol factor 1 (Homo sapiens), P14598. inhibition, % at 24.7 µM. actives 0.53% (n = 220,000);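 active = inhibition above about 30%, limit read from the data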;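 note: 0% = p47phox with labelled peptide and 100% = labelled peptide alone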
RBBP9 inh: human RBBP9 inhibitors, primary screen, biochemical, fluorescence polarization, FP-Rh probe, HTS; recombinant RBBP9; inhibition, % at 7.94 µM; actives 0.2% (n = 220,000); AID 1515, 2009;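 active = inhibition above the campaign mean of all tested compounds plus 3 SD, cut at about 14% in these data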;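 note: plate controls were DMSO wells with RBBP9 for no effect and wells lacking RBBP9 protein for full effect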
Target sequence (O75884 whole entry, looked up): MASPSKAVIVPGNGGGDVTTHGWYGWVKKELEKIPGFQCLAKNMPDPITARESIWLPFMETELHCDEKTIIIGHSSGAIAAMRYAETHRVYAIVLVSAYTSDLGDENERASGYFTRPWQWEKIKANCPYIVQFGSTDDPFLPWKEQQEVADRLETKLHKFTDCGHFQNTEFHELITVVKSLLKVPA
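Test system: recombinant human RBBP9. Quantity: 2.5 µM RBBP9 dispensing solution, before mixing. Detection: FP readout at 525/598 nm. Reagent: Serine-hydrolase probe FP-Rh, 375 nM pre-mixing. Measure: % inhibition. Control set: DMSO-treated enzyme wells and wells lacking RBBP9. Buffer or medium: Tris-NaCl-Pluronic buffer, pH 8.0. Times: preincubation 30 min plus labeling 45 min at 25 °C.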
TbHK1 inh: Trypanosoma brucei hexokinase 1 inhibitors, primary screen, biochemical, G6PDH-coupled NADH absorbance, MLSCN library. actives 0.11% (n = 220,000). inhibition, % at 10 µM. recombinant TbHK1, G6PDH-coupled NADH A340. hexokinase 1 [Trypanosoma brucei];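 active = inhibition of 50% or more in the single-dose primary screen; inactive = inhibition below 50%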
Active calls of the source: *; nt = no result given; [ ] = remark or other dose.

Compound	Ba/F3 V617F tox	BaF3 tox	p97 ATPase inh	EP2 antag	Furin inh	PPC-1+TRAIL kill	p47phox inh	RBBP9 inh	TbHK1 inh
CC(C)CNC1=CC(=O)CC(c2ccco2)C1 (stereo unspecified)	-2	5	3	5	-28	-6	-7	-1	6
CCn1c(SCC(=O)N2CCc3ccccc32)nnc1-c1ccncc1	0	3	3	7	-23[20 µM]	-2	-7	-3	-4
COc1ccccc1N1CCN(C(=O)CN(C2CCCCC2)S(C)(=O)=O)CC1	0	3	-3	6	-14	0	13	-4	-9
CCC(c1nnnn1Cc1ccco1)N(Cc1ccccc1OC)Cc1cc2cc(C)ccc2[nH]c1=O (stereo unspecified)	-3	-1	5	7	-19	10	-5	-8	1
FC(F)(F)Oc1ccccc1-c1nnc(-c2cccc(C(F)(F)F)c2)o1	-4	-3	-8	8	-12	6	7	-3	-9
CCCCCC1CCC(c2n[nH]c(=S)n2C)CC1 (stereo unspecified)	1	2	-1	7	-21	8	-2	-5	-3
CC(C)CCNC(=O)CN(CCN1CCOCC1)C(=O)Cn1nnc(-c2ccc(F)cc2)n1	4	4	-5	7	1	9	0	0	5
COc1cc(C(=O)N2CCN(C(=O)c3ccccc3)CC2)cc(OC)c1OC	-2	2	0	15	-31	-2	-7	-6	0
COc1cc(NC(=O)C2CCCN(S(=O)(=O)c3cccc4nsnc34)C2)cc(OC)c1 (stereo unspecified)	0	7	4	nt	-34	16	-12	-6	1
Cc1c(NC(=O)C2Cc3ccccc3CN2C(=O)c2ccco2)c(=O)n(-c2ccccc2)n1C (stereo unspecified)	0	1	3	16	-3	2	-6	-2	4
OC(COc1ccc2ccccc2c1Cl)CN1CCOCC1 (stereo unspecified)	0	2	2	6	-20	9	-8	3	-4
CS(=O)(=O)NN1C(=O)c2ccccc2NC1c1ccccc1O (stereo unspecified)	5	7	-4	5	-20	-11	2	-5	-1
Cc1ccc(NC(=O)NNc2cccc(Cl)n2)cc1	-2	0	5	7	-17[20 µM]	1	-4	1	-1
COC(=O)c1ccc(Sc2ccc(Cl)cc2)c(N)c1	4	5	-5	10	-23[20 µM]	5	-10	2	-3
Cc1ccc(Cl)c(OC(=O)Cn2cnc3c2c(=O)n(C)c(=O)n3C)c1	-1	4	10	3	-18	-19	-4	0	-2
O=C(Nc1cccc(Cl)c1)c1ccc(OC(=S)N2CCOCC2)cc1	4	0	-5	2	-5	-2	-1	-10	0
COc1cc(-c2nnc3n(CCc4ccccc4)c(=O)c4ccccc4n23)cc(OC)c1OC	4	6	1	5	-7	16	-5	-1	29
Cc1cc(C)cc(Oc2coc3cc(OC(=O)c4cccs4)ccc3c2=O)c1	2	2	1	14	-10[20 µM]	nt	-2	-10	-1
CC(=O)c1cccc(NC(=O)C2CCCCC2)c1	-2	0	3	5	-18	-10	-7	3	0
Cc1nc(NC2=NCN(CCc3ccccc3)CN2)nc2c(C)cccc12	3	1	-5	nt	-19[20 µM]	nt	nt	-11	3
O=C(NCc1ccco1)Nc1ccc(OC(F)(F)F)cc1	-2	-3	5	17	-13	9	-14	-6	-3
Cc1ccc(SCc2cn3c(C)csc3n2)cc1	0	4	-2	20	-11	40	-6	-4	45
CCOC(=O)CN1C(=O)C(Sc2n[nH]c(-c3cccc(C)c3)n2)CCc2ccccc21 (stereo unspecified)	2	2	-1	13	-19[20 µM]	-34	-19	-6	1
CCOC(=O)c1nn(-c2ccc(F)cc2)c2nc(Nc3ccccc3)cc(=O)n12	4	1	-7	2	-2	20	-13	-1	-12
COc1ccc(C(=O)NC(C(=O)NCc2ccccn2)C(C)C)cc1 (stereo unspecified)	3	1	-1	13	-21	8	6	-10	0
COc1ccc(-n2c(=O)c3c4c(sc3n3c(=S)[nH]nc23)CCC4)cc1	-2	-1	4	11	-37	-5	-3	-7	-24
COc1ccc(CN(C)C(=O)COC(=O)c2ccc3c(c2)OCO3)cc1OC	-3	-3	-3	-3	1[20 µM]	6	-7	-14	0
CC1CCc2c(sc(NC(=S)NC(=O)c3ccccc3)c2C#N)C1 (stereo unspecified)	-2	-5	-1	7	-22	14	-14	3	-17
O=C(O)c1ccc(/C=N/Nc2ccc(S(=O)(=O)N3CCCC3)cc2[N+](=O)[O-])cc1	-2	-4	5	9	-4	-14	-16	-6	-75
CC(C)CC(NC(=O)C1CCC(C)CC1)C(=O)NCc1ccccn1 (stereo unspecified)	-1	3	-3	9	-15[20 µM]	0	3	-5	-10
COCCNC(=S)Nc1cc(S(=O)(=O)N2CCOCC2)ccc1N1CCCCC1	-2	2	1	9	-21	-2	-6	-2	0
CCc1nc2ccc(C(=O)NCc3ccccc3)cc2nc1CC	-2	5	3	6	-13	8	-9	-4	-7
CCCCNC(=O)CSc1nc2ccsc2c(=O)n1C1CCN(C(=O)OCC)CC1	3	6	-9	5	-16[20 µM]	-3	-3	-10	-2
CCOC(=O)Nc1nnc(-c2cccc(OC)c2)s1	3	8	-4	9	-15[20 µM]	43	-5	-10	-6
Cc1ccc(-n2ncc3c(=O)n(Cc4cccnc4)cnc32)cc1	-2	4	3	9	-11	16	-6	1	-5
CC1CCc2c(sc3ncnc(NCCN4CCOCC4)c23)C1 (stereo unspecified)	nt	nt	nt	10	-26	13	-15	nt	5
Cc1ccc(C2=NN3C(=O)c4ccccc4C3C2)cc1 (stereo unspecified)	2	-4	0	4	-5	16	-6	-4	-32
Cc1cc(C(=O)OCc2nnc(-c3ccccc3)o2)c(C)n1-c1ccccc1	1	4	-2	14	-11	-2	-42	-2	3
O=C(Nc1ccc(C(=O)N2CCOCC2)cc1)c1cccs1	-3	2	1	9	-30	13	-8	4	2
O=[N+]([O-])c1ccc(N2CCN(CCO)CC2)cc1NCc1ccco1	1	5	-1	3	6	10	4	-8	-4
COc1cc(/C=C2/OC(=O)c3cc([N+](=O)[O-])ccc32)cc(OC)c1OC	-3	2	-4	5	-15[20 µM]	nt	nt	1	-6
Cc1cccc(-n2cc(-c3ccccc3)c3c(NN4CCOCC4)ncnc32)c1	3	8	-2	10	-2	22	-5	-6	-10
CC(C)CNC(=O)C(=O)NNC(=O)C1CCCCC1	0	4	0	-1	-22[20 µM]	-23	-137	-6	-10
Cc1sc2nc(SCC(=O)c3cc(C)n(CC4CCCO4)c3C)n(C(C)C)c(=O)c2c1C (stereo unspecified)	-4	-1	-5	9	-15	11	-42	-6	-30
O=S(=O)(Nc1nnc(-c2ccccc2)s1)c1ccc(Cl)cc1	4	7	-8	8	-30	19	-19	-9	3
CC(C)N(CCn1c(SCC(=O)N2CC(=O)Nc3ccccc32)nc2ccccc2c1=O)C(C)C	0	5	3	7	-21	3	13	-7	1
Cc1ccc(CNC(=O)Cc2noc3ccccc23)cc1	4	8	2	8	-24	21	-4	3	-4
O=C(CS(=O)(=O)Cc1ccccc1)N1CCc2ccccc2C1	-4	4	0	9	10[20 µM]	-2	-10	-1	-2
Oc1ccccc1-c1nc(NCC2CCCO2)c2ccccc2n1 (stereo unspecified)	-4	4	4	9	-15	21	-9	-10	-5
CN1C(=O)N(C)C2CC1N(C)C(=O)N2C	-4	-1	1	3	-5[20 µM]	-25	-12	4	7
O=c1ccc2cc3c([nH]c4ccc(Br)cc43)oc-2c1O	-4	4	11	22	-13[20 µM]	18	-36	10	8
Cc1ccc(NS(=O)(=O)c2cc(C(=O)N3CCN(C)CC3)ccc2C)cc1C	0	7	1	7	-31	2	-7	-5	2
N/C(=N\OC(=O)CCC1CCCC1)c1ccc([N+](=O)[O-])cc1	-2	4	1	3	-15	21	0	-3	-3
COCCNC(=O)c1onc(CSc2cc(C)cc(C)c2)c1C(=O)NCCOC	nt	nt	nt	8	-16	5	-8	nt	-7
NN=C1c2cc([N+](=O)[O-])ccc2-c2ccc([N+](=O)[O-])cc21	2	-1	-5	8	-2	5	20	-5	24
CCOc1ccc(S(=O)(=O)N(C)c2ccc(OCC(=O)Nc3nc4ccccc4s3)cc2)cc1	0	4	5	8	6	17	-24	-8	0
COc1ccccc1NC(=O)C1=C(C)N(c2ccccc2)C(=S)NC1c1cccc(C(F)(F)F)c1 (stereo unspecified)	-2	4	3	1	-8[20 µM]	17	-3	3	-5
Cc1c(C)c2cc(Cl)c(O)c(CN3CCCC(C)C3)c2oc1=O (stereo unspecified)	3	5	-2	8	-15[20 µM]	4	-9	-8	-25
Cc1cccc(NC(=O)COc2nsnc2N2CCOCC2)c1	3	1	-6	14	-17	21	-16	-5	-8
COc1cc(OC)c(C(=O)OCC(=O)NCCc2ccccc2)cc1OC	4	4	-3	0	-13	3	4	-7	5

More compounds follow.
Compound	Ba/F3 V617F tox	BaF3 tox	p97 ATPase inh	EP2 antag	Furin inh	PPC-1+TRAIL kill	p47phox inh	RBBP9 inh	TbHK1 inh
O=C(O)CSCc1cn2cc(Cl)ccc2n1	-2	-2	2	17	-17[20 µM]	2	-10	2	-7
Cc1ccc(C)c(NCC(=O)NNC(=S)Nc2ccccc2)c1	2	4	1	4	-16	3	6	-5	11
O=C(O)c1ccc(CN2C(=O)c3ccccc3S2(=O)=O)cc1	1	3	0	9	-17[20 µM]	11	-13	2	-1
Cc1cccc(Nc2nc(N)nc(CN3CCN(c4ccc(F)cc4)CC3)n2)c1	4	5	-4	4	-4	16	-9	-6	4
COc1ccc(-c2cc(C#N)nc(Cl)n2)cc1	4	3	3	5	10	22[5 µM]	-8	-9	-42
O=C1C(=Cc2cccn2-c2ccc(O)cc2)C(=O)c2ccccc21	-2	-1	7	nt	-4[20 µM]	13	27	2	19
COc1ccc(N2CC(NC(=O)Nc3ccccc3)CC2=O)cc1 (stereo unspecified)	-1	1	1	4	-21	17	2	-17	3
CCOc1ccccc1C(=O)NC1CC2CCCC(C1)N2Cc1nnnn1Cc1ccco1 (stereo unspecified)	0	-1	5	5	-9	-3	-10	-6	3
CC1=C(C(=O)Nc2ccccc2)C(c2ccc(C)o2)n2c(s/c(=C/c3ccccc3)c2=O)=N1 (stereo unspecified)	4	9	-4	19	-5[20 µM]	11	-12	-7	-28
CCN(CC)S(=O)(=O)c1ccc(N2CCCC2)c(NC(=O)Cc2ccccc2)c1	3	-4	-3	3	-23	17	-3	9	-11

This is a subset (hit frequency here may not be typical).
